Source: PubChem BioAssay
Neddylation inh = cullin neddylation inhibition. TR-FRET cullin neddylation, biochemical. calls only at 25 µM. 0.58% of 360,000 active. AID 651699; in the data active = inhibition above about 36%
Target sequence (P61081 whole entry, looked up): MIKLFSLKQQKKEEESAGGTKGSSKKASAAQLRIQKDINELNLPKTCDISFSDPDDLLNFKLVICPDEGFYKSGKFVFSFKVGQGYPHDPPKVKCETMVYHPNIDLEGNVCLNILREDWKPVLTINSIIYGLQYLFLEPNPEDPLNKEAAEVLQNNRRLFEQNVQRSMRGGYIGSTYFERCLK
Target sequence (Q13564 whole entry, looked up): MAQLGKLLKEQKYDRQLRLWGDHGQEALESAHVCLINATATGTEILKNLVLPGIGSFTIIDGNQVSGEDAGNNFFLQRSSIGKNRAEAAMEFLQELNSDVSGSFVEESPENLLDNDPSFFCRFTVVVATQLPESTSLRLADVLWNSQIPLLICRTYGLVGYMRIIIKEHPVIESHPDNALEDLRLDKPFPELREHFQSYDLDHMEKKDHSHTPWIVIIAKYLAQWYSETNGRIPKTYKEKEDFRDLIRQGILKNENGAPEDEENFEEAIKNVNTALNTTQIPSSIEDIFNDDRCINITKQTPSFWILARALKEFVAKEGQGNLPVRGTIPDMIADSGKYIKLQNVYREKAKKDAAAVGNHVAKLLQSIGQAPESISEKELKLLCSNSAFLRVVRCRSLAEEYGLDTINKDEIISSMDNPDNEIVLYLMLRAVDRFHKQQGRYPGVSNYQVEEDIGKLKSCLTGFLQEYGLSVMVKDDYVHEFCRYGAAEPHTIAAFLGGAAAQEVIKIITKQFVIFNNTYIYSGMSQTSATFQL
bovine MsrA act = activators of bovine methionine sulfoxide reductase A | purified bovine MsrA, absorbance read-out | activation, % at 10.6 µM | 0.3% of 360,000 active; in the data active = activation above about 7.5%;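 note: 0% = vehicle and 100% = reference activator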
FAS TE block = inhibitors of human fatty acid synthase thioesterase domain; P49327; recombinant FAS-TE, OMFH fluorogenic substrate, fluorescence endpoint; inhibition, % at 15 µM; 0.67% of 360,000 active; AID 602261;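 active = compounds whose normalised, plate-corrected inhibition of enzyme fluorescence in the single-dose primary screen is 50% or more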;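 note: 0% = DMSO with enzyme and 100% = substrate without enzyme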
MLLE-PAM2 inh = inhibitors of microRNA-mediated deadenylation, human PABP1 MLLE binding; P11940; inhibition, % at 20 µM; 0.36% of 360,000 active; GST-MLLE / FITC-PAM2 fluorescence polarization; in the data active = inhibition above about 35%, passing the limit was not always enough;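 note: plate controls were DMSO wells with GST-MLLE for no effect and wells lacking GST-MLLE protein for full effect; some results filed as inactive read as strong as hits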
CSN deneddyl inh = inhibitors of human CSN-mediated cullin deneddylation; Q92905; Purified CSN, SCF-Nedd8-OG deneddylation, fluorescence polarization; inhibition, % at 12.5 µM; 0.38% of 360,000 active;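 active = pattern-corrected inhibition above about 35%, with an unprinted fluorescence ratio check between 0.5 and 1.5, limit read from the data, passing the limit was not always enough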;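 note: 0% = enzyme with substrate and 100% = substrate without enzyme; some results filed as inactive read as strong as hits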
Target sequence (Q92905 whole entry, looked up, one chain of several): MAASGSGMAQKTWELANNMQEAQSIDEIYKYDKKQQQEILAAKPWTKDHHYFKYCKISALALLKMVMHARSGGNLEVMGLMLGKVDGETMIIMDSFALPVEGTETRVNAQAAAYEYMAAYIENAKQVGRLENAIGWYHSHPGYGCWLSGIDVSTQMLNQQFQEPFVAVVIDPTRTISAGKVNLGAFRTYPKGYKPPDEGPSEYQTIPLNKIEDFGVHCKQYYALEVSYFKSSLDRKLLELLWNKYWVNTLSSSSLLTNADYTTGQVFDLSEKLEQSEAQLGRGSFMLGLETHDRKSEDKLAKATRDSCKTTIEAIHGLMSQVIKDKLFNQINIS
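test system = HEK293T-derived human Csn5 enzyme | amount = 0.24 nM Csn5 enzyme, final concentration | medium = Tris/NaCl/DTT buffer, pH 7.5 | schedule = 90 min reaction at room temperature | signal = FP | evaluation = inhibition of Csn5 cleavage, % | compound dosing = single dose of 12.5 µM compound with 0.25% DMSO | probe or stimulus = 10 nM SCFSkp2-Nedd8OG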
TbMetRS inhib = blocks T. brucei methionyl-tRNA synthetase activity | inhibition, % at 11.9 µM | AID 624268 | 0.4% of 360,000 active | purified T. brucei MetRS, ATP depletion, Kinase-Glo luminescence;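 active = inhibition above a per-plate cutoff of the control wells' mean inhibition plus 3 SD, cut at about 5.5% in these data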;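 note: 0% = DMSO wells median and 100% = median of wells with control inhibitor compound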
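Test system: purified T. brucei MetRS enzyme. Also added: ATP, methionine and E. coli bulk tRNA substrates. Compound: 11.9 µM single point. Schedule: 15 min enzyme-compound preincubation, 2 h reaction, 10 min detection, 25 °C. Signal: luciferase luminescence of residual ATP, Kinase-Glo. Evaluation: percent inhibition versus plate control medians. Controls: DMSO wells, low control.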
MsrA inhibitor = inhibits bovine methionine sulfoxide reductase A; 0.75% of 360,000 active; AID 651718; inhibition, % at 15.5 µM; purified bovine MsrA, absorbance read-out; in the data active = inhibition above about 4.5%;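 note: 0% = vehicle wells with enzyme and 100% = reference inhibitor wells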
Rin1 Abl inh = human Rin1-Abl interaction inhibition; P00519+Q13671; TR-FRET Rin1/Abl binding, biochemical; inhibition, % at 7.35 µM; 0.4% of 360,000 active; AID 588664; in the data active = inhibition above about 5%, passing the limit was not always enough
E coli Lon inh = E. coli protease La inhibition; AID 602123; inhibition, % at 7.94 µM; purified E. coli Lon protease, fluorescence polarization; P0A9M0; 0.42% of 360,000 active; in the data active = inhibition above about 13%, passing the limit was not always enough;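 note: 0% = enzyme with probe and DMSO and 100% = no enzyme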
Numbers without * were called inactive; i = inactive; · = no result given. No enrichment for hits, and some 4% of all compounds hit somewhere here.

SMILES	Neddylation inh	bovine MsrA act	FAS TE block	MLLE-PAM2 inh	CSN deneddyl inh	TbMetRS inhib	MsrA inhibitor	Rin1 Abl inh	E coli Lon inh
C[C@H]1COC(=O)[C@@H](CC(=O)OC(C)(C)C)C/C=C\C[C@@H](CC(=O)N(CCO)Cc2ccccc2)C(=O)N1	i	-10	-7	4	-4	-0.5	0.1	2	5
COc1ccc(N2CCN(CCNC(=O)CCC(=O)NNc3nc4ccccc4c4nc(C)nn34)CC2)cc1	i	-4	-6	-3	4	-0.1	·	3	-14
CC(C)[C@H](CO)Nc1nc(NCc2ccc(S(N)(=O)=O)cc2)c2ncn(C(C)C)c2n1	i	-1	-6	4	5	-0.1	-0.5	4	0
COc1ccc(OC)c(CNc2ncc(-c3ccc(F)cc3)n2C)c1	i	-3	1	13	-2	-0.5	-1.4	4	-6
Cc1cccc(NC(=O)c2ccc(C)c(S(=O)(=O)N3CCCCC3)c2)n1	i	-2	6	0	1	-0.5	0.6	3	0
CC1=C(C(N)=O)C(c2ccccc2F)NC(=O)N1 (configuration not stated)	i	-1	-5	2	-2	0.2	-0.6	1	7
COCCN(C(=S)Nc1ccc(OC)cc1)C1CCN(C(C)C)CC1	i	-3	10	8	-11	0.1	-0.4	-2	-5
CCC(=O)C1=C(O)C(c2cccc(Oc3ccccc3)c2)CCC1=O (configuration not stated)	i	-13	4	15	-5	-0.6	-1.4	1	-6
COC(=O)CCC(C(=O)CN1C(=O)c2ccccc2C1=O)N1C(=O)c2ccccc2C1=O (configuration not stated)	i	-1	-3	-1	4	-0.3	-0.6	-1	17
COc1cc(O)cc2c1[C@@H]1Oc3c(ccc(O)c3CC=C(C)C)[C@@H]1CO2	i	-1	18	5	4	-0.6	0.8	-3	-4
COCCN(C(=O)Cn1nnc2ccccc21)C(C(=O)NC1CCCC1)c1cc(OC)ccc1OC (configuration not stated)	i	0	-7	5	-1	-0.6	0.9	0	8
CCOc1ccc2[nH]c(=O)c(CN(Cc3ccc(F)cc3)C(=O)N3CCCC3)cc2c1	i	0	19	2	-7	-0.5	0.2	2	-2
CCc1ccc2c(Cl)c(C(=O)N/N=C/c3c[nH]c4ccccc34)sc2c1	i	-11	27	-1	4	-1.2	1.4	-5	-10
Cc1ccccc1Nc1nc(Cl)c(C=O)s1	i	-11	-1	-38	9	2.3	1.2	0	-4
Cc1ccc(C(=O)c2coc3ccc(O)cc23)cc1	i	-5	0	6	-3	-0.8	-0.4	-2	9
CC1(c2ccc(NC(=O)c3ccccc3F)cc2)CC1(Cl)Cl (configuration not stated)	i	-1	26	-12	3	-0.1	1.4	3	-6
CCCCn1nnnc1C(c1cc2ccccc2o1)N1CCN(c2cc(C)nc3ccccc23)CC1 (configuration not stated)	i	-2	23	·	9	0.1	0.1	·	5
CC(=O)N1CCN(c2ccc(NC(=S)NC(=O)c3ccc(C)c([N+](=O)[O-])c3)cc2)CC1	i	2	1	36	-4	0.2	0.5	-1	0
c1coc(CNC2C3CC4CC(C3)CC2C4)c1 (configuration not stated)	i	-9	-13	-3	4	-1.1	1.4	-4	-5
Cc1cc(/C=C(\C#N)C(=O)O)c(C)n1-c1ccc(Br)cc1	i	-6	-3	-9	4	0.9	7.4*	-5	-7
CC(=O)Nc1ccccc1-c1nc2ccccc2nc1OCC(=O)c1ccc2ccccc2c1	i	-2	10	-1	0	0.2	1.1	0	6
Cc1cc(C(=O)NN=C2CCCCCC2)c(C)o1	i	-4	-5	-14	4	-0.8	1.6	-5	-20
CC(=O)c1cccc(NC(=O)CSc2ccc(-c3sc(C)nc3C)nn2)c1	i	-4	-3	-4	-3	-0.2	-0.1	-4	-4
CCN1C=C(C(=O)c2ccccc2)C(=O)CC1	i	-1	-6	-10	-5	0.8	1.4	0	4
O=C(C1CCCN(CCCc2ccccc2)C1)N1CCCCCC1 (configuration not stated)	i	0	-14	13	2	0.1	-1.0	1	-6
COC(=O)CN(c1ccccc1F)S(=O)(=O)c1ccccc1	i	-1	-2	6	4	-0.2	-0.6	-3	-3
O=C(Nc1ccc(Br)cc1)c1ccc(N2C(=O)C3CC=C(Cl)CC3C2=O)cc1 (configuration not stated)	i	-5	-3	-1	3	-0.5	0.1	-3	0
CN(C)S(=O)(=O)c1cccc(NC(=O)CNCc2ccccn2)c1	i	-2	-1	-2	-3	-0.3	-0.2	1	5
Cc1ccc(-n2ncc(C#N)c2/N=C/N2CCOCC2)cc1	i	-3	-1	3	2	-0.5	-1.4	4	7
CC1(C(=O)NS(=O)(=O)c2ccccc2)CCN1C(=O)CC1CC1 (configuration not stated)	i	-1	-7	10	1	-0.3	-0.1	2	4
Cc1ccc(NC(=O)CCNS(=O)(=O)c2ccccc2)cc1S(=O)(=O)N1CCOCC1	i	-10	-4	18	3	-0.7	0.2	0	-8
Cc1ccc(C2CC(=O)N3CN(c4ccc(Br)cc4)CSC3=C2C#N)o1 (configuration not stated)	i	-4	1	-59	35*	0.1	3.2	7	-16
COc1ccc(CCNC(=O)C(=O)c2c(C)n(C)c3ccccc23)cc1OC	i	-2	-5	-17	-1	-0.4	2.0	-3	-11
CC[C@]12c3[nH]c4cc(-c5ccco5)ccc4c3CCN1C(=O)[C@@H](CC(=O)NC/C=C(\C)CCC=C(C)C)C[C@@H]2C(=O)N1CCN(C(=O)C2CC2)CC1	·	-2	11	7	6	-1.7	1.3	3	-8
Cc1ccc(C)c(N2CCN(S(=O)(=O)c3ccc4c(c3)NC(=O)CC(=O)N4)CC2)c1	i	-6	28	-8	0	-1.1	0.1	-1	-7
O=C(NC1CCCC1)C(c1ccncc1)N(C(=O)c1csnn1)c1ccccc1 (configuration not stated)	i	-6	-4	2	0	-0.1	0.7	2	12
COc1ccccc1C(=O)NCCC(=O)NC1CCCCCC1	i	-3	-8	1	1	-0.1	0.2	1	-11
CNC(=O)COC(=O)c1cc(=O)[nH]c2ccccc12	i	-6	-9	-3	-6	-0.2	2.0	-1	-5
COc1cccc(NS(=O)(=O)c2ccc3[nH]cc(C(=O)N(C)Cc4ccco4)c(=O)c3c2)c1	i	-4	-3	-15	3	-0.2	1.8	-4	-12
C=CCn1c(SCc2nc3cc(C(F)(F)F)ccc3c(=O)[nH]2)nc2sc(CC)cc2c1=O	i	0	2	-17	-2	-0.2	0.3	1	-5
Cc1ccc(C(=O)N/C(=C\c2ccccc2)C(=O)NCCCn2ccnc2)cc1	i	-4	2	-11	-16	-0.4	-1.0	1	7
CC(C)(C)c1ccc(S(=O)(=O)Nc2cccnc2)cc1	i	-11	-4	11	1	-0.6	-0.1	-1	-7
COCCN1CCN(C(=O)c2cc(COc3cncc(Cl)c3)on2)CC1	i	-8	-2	-3	0	-0.6	0.2	1	-5
O=C(NNc1c(F)c(F)cc(F)c1F)C1CCN(S(=O)(=O)c2ccccc2F)CC1	i	-2	2	4	-2	-0.5	-0.6	2	-16
CC1CCN(S(=O)(=O)c2ccc3c(c2)oc(=O)n3C)CC1	i	-4	1	-7	5	-0.9	-0.9	-1	7
C/C(CC(=O)Nc1ccc(OCc2ccccc2)cc1)=N\NC(=O)C(=O)Nc1ccc(C)c(Cl)c1	i	-2	2	-6	7	-1.5	1.4	-1	-9
CCN(CC)c1ccc(NC(=O)COC(=O)/C=C/c2nc3ccccc3s2)cc1	i	-11	2	-12	3	-0.7	0.8	-3	-2
Cc1nc(C(Cl)(Cl)Cl)nc2[nH]ccc(=O)c12	i	-5	-5	-17	-5	0.7	1.5	4	-7
CC1(C)Cc2c(ccc3ccccc23)-c2nnc(-c3cccnc3)n21	i	-4	-6	-8	-2	-0.5	-0.7	-5	-3
COc1ccc(CN(C)C(=O)[C@H]2O[C@@H](n3cnc4c(N)ncnc43)[C@H](O)[C@@H]2O)cc1OC	i	-3	-5	-16	6	-0.4	-0.6	2	-12
CCCSCCCNC(=O)Cn1cc2c(n1)CCC(C)C2 (configuration not stated)	i	-2	-2	7	-2	0.1	0.6	4	3
Cc1[nH]nc(-c2ccc(O)cc2O)c1Oc1ccccc1	i	-14	-126	5	1	-1.5	-1.9	-2	-2
CC1=NCCN1S(=O)(=O)c1cc([N+](=O)[O-])ccc1Cl	i	-2	-2	-2	-4	-0.2	3.7	2	10
COC(=O)c1ccc(C(C(=O)NC2CCCCC2)N(C(=O)Cc2cccs2)C2CC2)cc1 (configuration not stated)	i	7.9*	7	-1	-3	-0.9	0.4	3	1
COc1ccc(C2CC(=O)c3cnc(NC(=O)c4ccco4)nc3C2)cc1 (configuration not stated)	i	-4	-6	-5	-1	0.1	1.5	-2	3
CC(C)(C)C(=O)Nc1ncccc1C(O)c1cccc(C(F)(F)F)c1 (configuration not stated)	i	-5	10	3	-3	-0.6	0.2	-2	-1
O=C(COC(=O)C1CC(=O)N(c2ccccc2)C1)c1ccccc1 (configuration not stated)	i	-3	-5	8	-1	-1.0	0.2	-2	-7
Cc1cc(-c2nnc(CCC(=O)NCc3cccc(C(F)(F)F)c3)o2)no1	i	1	-8	-9	-3	-0.1	-0.1	1	2
COc1ccc(CC(=O)N/N=C(\C)c2cccs2)cc1OC	i	-4	-3	5	1	-0.1	1.5	-1	-9
O=C(CSc1cn[nH]n1)Nc1ccccc1F	i	-3	-5	-6	1	-0.2	0.3	-1	-10

No new results follow: entries from further up.
SMILES	Neddylation inh	bovine MsrA act	FAS TE block	MLLE-PAM2 inh	CSN deneddyl inh	TbMetRS inhib	MsrA inhibitor	Rin1 Abl inh	E coli Lon inh
C[C@H]1COC(=O)[C@@H](CC(=O)OC(C)(C)C)C/C=C\C[C@@H](CC(=O)N(CCO)Cc2ccccc2)C(=O)N1	i	-10	-7	4	-4	-0.5	0.1	2	5
COc1ccc(N2CCN(CCNC(=O)CCC(=O)NNc3nc4ccccc4c4nc(C)nn34)CC2)cc1	i	-4	-6	-3	4	-0.1	·	3	-14

Other entries follow.
SMILES	Neddylation inh	bovine MsrA act	FAS TE block	MLLE-PAM2 inh	CSN deneddyl inh	TbMetRS inhib	MsrA inhibitor	Rin1 Abl inh	E coli Lon inh
CC(Cn1nnc2ccccc21)C(=O)O (configuration not stated)	i	-2	-6	3	-9	0.1	-0.5	0	1
CCCn1c(C(C)Nc2nc(-c3cc(Cl)c(N)c(Cl)c3)cs2)nc2cc(Cl)c(N3CCCCC3)cc21 (configuration not stated)	i	-3	23	-43	-1	-0.2	1.2	1	3
CC(=O)Oc1ccc(/C=C2/CCc3ccccc3C2=O)cc1	i	-2	7	3	4	-0.2	-0.3	-1	1
Cn1cnc2ccc([N+](=O)[O-])cc2c1=O	i	1	-6	5	3	-0.6	1.3	-4	-10
O=C1C(=Cc2ccccc2[N+](=O)[O-])Cc2ccccc21	i	-9	-38	-59	4	0.0	0.4	-1	2
NC(=O)C1CCN(C(=O)Cc2ccc(-c3ccccc3)cc2)CC1	i	-1	-4	-8	-1	0.2	0.7	4	2
COc1ccccc1N(CC(O)COc1c(C)cc(C)cc1C)S(=O)(=O)c1ccccc1 (configuration not stated)	i	-3	29	-8	-7	-0.3	0.5	0	-4
COc1ccccc1OCCCc1c(C)n[nH]c1C	i	-3	-2	5	1	-0.4	-0.3	-4	6
COc1ccccc1N1CCN(Cc2c[nH]c3ccccc23)CC1	i	-3	1	-9	-4	-0.2	-0.8	-4	10
C=CCn1c(Sc2nnc(C)s2)nc2c1c(=O)[nH]c(=O)n2C	i	2	0	-3	2	-0.4	0.7	3	-2
CC(=O)Nc1ccc(NC(=O)/C(=C/c2ccco2)NC(=O)c2ccccc2)cc1	i	-4	-6	-4	1	-0.7	1.4	-1	-3
CC(C)(C)NC(=O)COC(=O)C1c2ccccc2Oc2ccccc21	i	-1	-3	0	4	-0.8	-0.3	0	-3
